Vif-APOBEC3F blk = inhibitors of Vif-A3F interaction. HeLa A3F-eYFP + Vif (tagged APOBEC3F with the HIV-1 protein that degrades it), YFP fluorescence increase. Potency, µM (series often up to 46.1 µM), for inactives: at the top dose activity, negative = active. actives 0.2% (n = 390,000). AID 602313; further: % of control where 0% means no effect; nearly all actives have a fitted effect of over 65% in size
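HeLa cells stably expressing A3F-eYFP plus Vif, plated and incubated overnight at 37 deg C, then exposed to compounds overnight at 37 deg C. Blocked degradation read as raised yellow fluorescence (Ex 488/Em 500-530).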
IDH1 R132H inh = inhibitors of human mutant IDH1 R132H; actives 0.093% (n = 390,000); O75874; Potency, µM (titrated, usually from 76.6 µM), for the others: at the top dose activity change, negative = inhibition, actives largely listed as inhibitors; IDH1-R132H enzyme, NADPH consumption, diaphorase/resazurin fluorescence; further: on the % scale 0 is the no-effect control and ±100 the full control effect; nearly all actives have a fitted effect of over 65% in size
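IDH1-R132H (0.5 ug/mL dispensed) in pH 7.5 Tris buffer was preincubated 30 min with compound, then given a substrate mix of 0.016 mM NADPH and 2 mM alpha-KG for 80 min at room temperature; remaining NADPH was read by diaphorase/resazurin fluorescence.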
12-LOX inh = blocks human arachidonate 12S-lipoxygenase; Potency, µM (series often up to 108 µM), for inactives: at the highest dose activity change, negative = inhibition, actives largely listed as inhibitors; purified 12hLO, xylenol orange hydroperoxide absorbance; actives 1.1% (n = 580,000); P18054; further: on the % scale 0 is the no-effect control and ±100 the full control effect
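Hydroperoxide product was detected by ferrous iron/xylenol orange as the 573 to 405 nm absorbance ratio. Arachidonic acid at 40 uM (final) was turned over for 30 min at room temperature by 150 nM human 12hLO, pH 7.0 Hepes buffer, after 15 min compound preincubation.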
RGS4 inh = human RGS4 inhibition; Transcreener GDP fluorescence polarization, RGS4-accelerated GTP hydrolysis; Potency, µM (top dose mostly 114 µM), without a hit: top-dose activity change, negative = inhibition, usual class: inhibitors; P49798; actives 0.039% (n = 390,000); further: on the % scale 0 is the no-effect control and ±100 the full control effect; nearly all actives have a fitted effect of over 75% in size; some results filed as inactive show a strong effect at the top dose
Target sequence (P49798 whole entry, looked up): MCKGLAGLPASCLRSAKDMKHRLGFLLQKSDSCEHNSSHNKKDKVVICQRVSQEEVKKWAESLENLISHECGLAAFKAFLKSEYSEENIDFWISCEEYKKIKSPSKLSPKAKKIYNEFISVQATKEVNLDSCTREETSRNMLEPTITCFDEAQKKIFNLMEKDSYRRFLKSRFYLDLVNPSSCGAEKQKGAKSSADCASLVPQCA
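MLSMR compounds (23 nl, pin-transferred) preincubated 10 min at room temperature with a 500nM (2x) first reagent, then RGS4 at 900nM (2x) plus Transcreener GDP mix added; fluorescence polarization (620/688 nm) read before and after 90 min at 30 °C.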
TrxR1 substrate = rat thioredoxin reductase 1 substrate activity | Potency, µM (titrated, usually from 114 µM), without a hit: at the highest dose activity change, negative = substrate turnover | O89049 | actives 0.01% (n = 390,000) | purified TrxR1 substrate turnover, NADPH consumption readout; further: on the % scale 0 is the no-effect control and ±100 the full control effect; nearly all actives have a fitted effect of over 50% in size
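Rat TrxR1, dispensed at 90 nM, was prereduced with 400 uM NADPH (final) for 5 min at ~22 deg C, then incubated with compound 15 min before 400 uM selenite. A first-read NADPH fluorescence drop versus no-compound background flagged substrates.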
TrxR1 inh = rat TrxR1 inhibition | O89049 | recombinant rTrxR1, NADPH fluorescence consumption, selenite substrate | Potency, µM (top dose mostly 114 µM), for inactives: at the top dose activity change, negative = inhibition, most hits filed as inhibitors | actives 1% (n = 390,000) | AID 588453; further: on the % scale 0 is the no-effect control and ±100 the full control effect; nearly all actives have a fitted effect of over 65% in size
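Rat TrxR1 (90 nM in the dispensed reagent) was pre-reduced with 400 uM NADPH for 5 min at room temperature, then incubated with compound for 15 min. After 400 uM selenite was added, NADPH fluorescence (Ex 340/Em 450 nm) was followed for 8 min.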
RXFP1 ag = RXFP1 (human) receptor agonism | Q9HBX9 | HEK293T-RXFP1 cAMP TR-FRET, 30 min; response scale: percent of porcine relaxin response, buffer zero | Potency, µM (titrated, usually from 57.5 µM), without a hit: top-dose activation, actives largely listed as activators | actives 0.3% (n = 370,000); further: on the % scale 0 is the no-effect control and ±100 the full control effect; nearly all actives have a fitted effect of over 60% in size; many of its hits are not listed in these tables
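HEK293 cells stably expressing RXFP1, treated 30 min at 37C with compounds plus PDE4 inhibitor Ro 20174; cAMP measured by HTRF TR-FRET. Normalized to buffer and 29 nM porcine relaxin; EC50 by Hill fit.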
USP1-UAF1 inh = inhibitors of human USP1/UAF1 deubiquitinase. actives 0.23% (n = 390,000). Potency, µM (doses to about 57.1 µM), for the others: at the highest dose activity change, negative = inhibition, hits mostly inhibitors. AID 743255. recombinant USP1/UAF1, Ub-Rhodamine cleavage fluorescence; further: on the % scale 0 is the no-effect control and ±100 the full control effect; nearly all actives have a fitted effect of over 60% in size; inactives centre near -12
Target sequence (O94782 whole entry, looked up): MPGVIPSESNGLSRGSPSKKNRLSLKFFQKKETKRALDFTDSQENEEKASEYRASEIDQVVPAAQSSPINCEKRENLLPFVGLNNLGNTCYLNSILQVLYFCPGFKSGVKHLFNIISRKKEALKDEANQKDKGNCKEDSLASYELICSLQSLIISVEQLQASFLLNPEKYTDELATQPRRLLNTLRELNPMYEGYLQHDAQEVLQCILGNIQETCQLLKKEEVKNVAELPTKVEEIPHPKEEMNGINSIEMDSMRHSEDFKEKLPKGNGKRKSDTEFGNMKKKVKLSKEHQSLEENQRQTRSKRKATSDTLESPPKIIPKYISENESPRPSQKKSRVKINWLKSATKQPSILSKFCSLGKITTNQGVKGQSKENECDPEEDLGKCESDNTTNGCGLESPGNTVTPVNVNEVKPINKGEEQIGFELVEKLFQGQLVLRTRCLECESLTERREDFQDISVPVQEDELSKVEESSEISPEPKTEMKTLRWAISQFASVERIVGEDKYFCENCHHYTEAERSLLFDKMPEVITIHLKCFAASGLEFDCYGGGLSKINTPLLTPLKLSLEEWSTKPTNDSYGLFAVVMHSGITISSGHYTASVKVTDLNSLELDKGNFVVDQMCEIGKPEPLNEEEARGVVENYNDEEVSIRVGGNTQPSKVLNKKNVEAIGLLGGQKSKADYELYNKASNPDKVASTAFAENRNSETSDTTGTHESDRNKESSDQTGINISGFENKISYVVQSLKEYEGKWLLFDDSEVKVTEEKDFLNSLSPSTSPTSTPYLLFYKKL
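In this screen, compounds sit with the deubiquitinase complex (1nM) for 15 min at room temperature before Ub-Rho is added at 150nM final. Fluorescence rise is then followed for 6 reads every 60 seconds.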
Vif-A3G inh = Vif-A3G binding inhibition; Potency, µM (titrated, usually from 46.1 µM), for inactives: top-dose activity, negative = active, most hits filed as inhibitors; HeLa A3G-eYFP + Vif (tagged APOBEC3G with the HIV-1 protein that degrades it), YFP fluorescence, overnight; actives 0.076% (n = 410,000); Q9HC16; AID 602310;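 further: on the % scale 0 is the no-effect control and ±100 the full control effect; nearly all actives have a fitted effect of over 60% in size; hits raise eYFP signal because A3G escapes Vif-driven loss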
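HeLa cells stably expressing Vif and C-terminally eYFP-tagged A3G, seeded overnight at 37 deg C, then exposed to compound by pintool overnight at 37 deg C. Rise in yellow fluorescence (Ex 488/Em 500-530, Acumen) marks blocked Vif-driven A3G degradation.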
An asterisk follows results filed as active; [ ] = remark or other dose. The call rests on the fitted dose curve; in most records, active means well fitted curve in the direction sought with a large enough effect; inconclusive means small, poorly fitted or top-dose-only effect, or another doubt; inactive means no such curve, though single readings can be large; an effect the other way counts as inactive or inconclusive. Potency means the concentration at half of the fitted maximal effect. Some of the compounds tested; the hit share may differ from the screen's.

`COC(=O)c1ccc(COC(=O)[C@@H]2CC(O)CN2S(=O)(=O)c2ccccc2[N+](=O)[O-])cc1` (stereo not given in full) gave Vif-APOBEC3F blk -8%, IDH1 R132H inh -2%, 12-LOX inh 16%, RGS4 inh 5%, TrxR1 substrate -18%, TrxR1 inh -19%, RXFP1 ag -1.1%, USP1-UAF1 inh -6% and Vif-A3G inh 1%.
Screening CCCc1ccc(OCC(=O)Nc2sc3c(c2C(=O)OCC)CCC(C(C)(C)C)C3)cc1 (stereo not given) returned Vif-APOBEC3F blk 3%, IDH1 R132H inh 15%, 12-LOX inh -7%, RGS4 inh -5%, TrxR1 substrate -2%, TrxR1 inh -4%, RXFP1 ag -0.5%, USP1-UAF1 inh 1% and Vif-A3G inh 1%.
For O=C(N/N=C/c1cn(Cc2cccc(F)c2)c2ccccc12)c1cc(O)cc(O)c1 the results were Vif-APOBEC3F blk 2%, IDH1 R132H inh -26%, 12-LOX inh inconclusive, RGS4 inh 4%, TrxR1 substrate -14%, TrxR1 inh -22%, RXFP1 ag -0.4%, USP1-UAF1 inh -27% and Vif-A3G inh -1%.
CCc1nnc(NC(=O)c2cc(S(=O)(=O)N3CCCCC3)ccc2C)s1 was read as Vif-APOBEC3F blk 2%, IDH1 R132H inh -5%, 12-LOX inh -11%, RGS4 inh -3%, TrxR1 substrate 4%, TrxR1 inh 22%, RXFP1 ag -2.2%, USP1-UAF1 inh -24% and Vif-A3G inh -7%.
For [N-]=[N+]=CC(=O)c1ccnc(C(=O)C=[N+]=[N-])c1 the results were Vif-APOBEC3F blk 2%, IDH1 R132H inh 0%, 12-LOX inh -7%, RGS4 inh -14%[11.4 µM], TrxR1 substrate -8%, TrxR1 inh inconclusive, RXFP1 ag 0.9%, USP1-UAF1 inh -19% and Vif-A3G inh 1%.
`Cc1ccc2occ(/C=N/NC(=O)c3ccccc3C)c(=O)c2c1` gave Vif-APOBEC3F blk -5%, IDH1 R132H inh 9%, 12-LOX inh inconclusive, RGS4 inh -4%, TrxR1 substrate 22%, TrxR1 inh 5%, RXFP1 ag -1.4%, USP1-UAF1 inh -13% and Vif-A3G inh -18%.
COCCCNC(=O)c1sc2nc(C)c(C(=O)Nc3ccc(C)cc3C)c(-c3ccc(Br)cc3)c2c1N was read as Vif-APOBEC3F blk 1%, IDH1 R132H inh -15%, 12-LOX inh inconclusive, RGS4 inh 8%, TrxR1 substrate -3%, TrxR1 inh 19%, RXFP1 ag -3.1%, USP1-UAF1 inh -7% and Vif-A3G inh -3%.
Screening COc1cc2c(cc1OC)C(Nc1ccccc1)=NC(C)(C)C2 returned Vif-APOBEC3F blk 6%, IDH1 R132H inh -3%, 12-LOX inh 1%, RGS4 inh 23%, TrxR1 substrate -8%, TrxR1 inh 1%, RXFP1 ag -0.1%, USP1-UAF1 inh 3% and Vif-A3G inh 1%.
For CC(C)(C)OC(=O)C[C@@H]1C/C=C\C[C@@H](CC(=O)N[C@@H](CO)Cc2ccccc2)C(=O)NC[C@@H](c2ccccc2)OC1=O the results were Vif-APOBEC3F blk 13%, IDH1 R132H inh -8%, 12-LOX inh -1%, RGS4 inh 8%, TrxR1 substrate 6%[57.1 µM], TrxR1 inh 13%[57.1 µM], USP1-UAF1 inh inconclusive and Vif-A3G inh -5%.
CN(C(=O)COC(=O)c1cc(S(=O)(=O)N2CCOCC2)c(Cl)cc1Cl)C1CCS(=O)(=O)C1 (stereo not given) was read as Vif-APOBEC3F blk -5%, IDH1 R132H inh 2%, 12-LOX inh 0%, RGS4 inh -6%, TrxR1 substrate 3%[57.1 µM], TrxR1 inh 13%, RXFP1 ag 2.8%, USP1-UAF1 inh -1% and Vif-A3G inh -5%.
For CCCCCCSc1cccc(-c2nc3ccccn3c2NCc2ccccc2)c1 the results were Vif-APOBEC3F blk 0%, IDH1 R132H inh 0%[38.3 µM], 12-LOX inh inconclusive, RGS4 inh -9%, TrxR1 substrate 47%[activator], TrxR1 inh 33%, USP1-UAF1 inh -30% and Vif-A3G inh -2%.
`Cc1cc(C)c2nc3nc(C)cc(C)c3c(N)c2c1` gave Vif-APOBEC3F blk -17%, IDH1 R132H inh -1%, 12-LOX inh -7%, RGS4 inh 13%, TrxR1 substrate 48%[activator], TrxR1 inh -15%, RXFP1 ag 0.8%, USP1-UAF1 inh -9% and Vif-A3G inh -1%.
For C/C=C/C(=O)OCC(=O)Nc1ccccc1Br the results were Vif-APOBEC3F blk -2%, IDH1 R132H inh -3%, 12-LOX inh -1%, RGS4 inh -7%, TrxR1 substrate 6%[57.1 µM], TrxR1 inh 13%[57.1 µM], RXFP1 ag -2.4%, USP1-UAF1 inh -3% and Vif-A3G inh -2%.
For CCOC(=O)N1CCN(C(=O)COCc2cc(-c3ccc4c(c3)OCO4)on2)CC1 the results were Vif-APOBEC3F blk 1%, IDH1 R132H inh 1%, 12-LOX inh 2%, RGS4 inh 4%, TrxR1 substrate 0%, TrxR1 inh -6%, RXFP1 ag -2.4%, USP1-UAF1 inh -16% and Vif-A3G inh 0%.
`CC(=O)OCC1OC(n2cc(F)c(=O)[nH]c2=O)C(OC(C)=O)C1OC(C)=O` (stereo not given) gave Vif-APOBEC3F blk -13%, IDH1 R132H inh 0%, 12-LOX inh 130%[activator], RGS4 inh 1%, TrxR1 substrate 1%, TrxR1 inh 17%, USP1-UAF1 inh -17% and Vif-A3G inh 1%.
For Cc1cccc(NC(=O)C2CCCN(c3ncnc4c3nc3n4CCCCC3)C2)n1 (stereo not given) the results were Vif-APOBEC3F blk -2%, IDH1 R132H inh -6%, 12-LOX inh -8%, RGS4 inh 6%, TrxR1 substrate 0%[57.1 µM], TrxR1 inh 26%[57.1 µM], RXFP1 ag 2.1%, USP1-UAF1 inh -16% and Vif-A3G inh -2%.
Screening CCOC(=O)C1=C(C)N[C@@]2(O)c3ccccc3C(=O)[C@@]12O returned Vif-APOBEC3F blk -4%, IDH1 R132H inh 0%, 12-LOX inh -1%, RGS4 inh -15%, TrxR1 substrate 7%[0.457 µM], TrxR1 inh 7%, RXFP1 ag 0.7%, USP1-UAF1 inh -21% and Vif-A3G inh 0%.
For CCOC(=O)C1CCCN(C(=O)C2CCC(CNS(=O)(=O)c3ccc(NC(C)=O)cc3)CC2)C1 (stereo not given) the results were Vif-APOBEC3F blk 3%, IDH1 R132H inh 7%, 12-LOX inh 404%[activator], RGS4 inh -3%, TrxR1 substrate 10%[57.1 µM], TrxR1 inh 10%[0.457 µM], RXFP1 ag 0.5%, USP1-UAF1 inh 2% and Vif-A3G inh 0%.
Screening O=C(NC1CCCc2ccccc21)c1ccc([N+](=O)[O-])cc1 (stereo not given) returned Vif-APOBEC3F blk 2%, IDH1 R132H inh 6%, 12-LOX inh inconclusive, RGS4 inh 31%, TrxR1 substrate -4%, TrxR1 inh 5%, RXFP1 ag 1.4%, USP1-UAF1 inh -1% and Vif-A3G inh -1%.
For COc1ccc(CCNC(=O)Cc2c(C)c3c(cc(C)c4c(C)coc43)oc2=O)cc1 the results were Vif-APOBEC3F blk -10%, IDH1 R132H inh 0%, 12-LOX inh -19%, RGS4 inh 4%, TrxR1 substrate 15%, TrxR1 inh 18%, RXFP1 ag -0.8%, USP1-UAF1 inh -16% and Vif-A3G inh 3%.
`CCOc1ccc(C(=O)OCCN(C)C)cc1` gave Vif-APOBEC3F blk 2%, IDH1 R132H inh 6%, 12-LOX inh 56%, RGS4 inh -28%, TrxR1 substrate 0%, TrxR1 inh 31%[57.1 µM], RXFP1 ag 0.5%, USP1-UAF1 inh -8% and Vif-A3G inh -1%.
C=CCNC(=O)c1ccc([N+](=O)[O-])c(Cl)c1 was read as Vif-APOBEC3F blk 11%, IDH1 R132H inh -9%, 12-LOX inh 10%, RGS4 inh 2%, TrxR1 substrate 0%, TrxR1 inh 9%, RXFP1 ag -5.4%, USP1-UAF1 inh -7% and Vif-A3G inh -1%.
Screening O=C1N/C(=N\c2ccccn2)SC1Cc1ccccc1Cl (stereo not given) returned Vif-APOBEC3F blk 7%, IDH1 R132H inh -1%, 12-LOX inh inconclusive, RGS4 inh 9%, TrxR1 substrate -4%, TrxR1 inh 15%, RXFP1 ag inconclusive, USP1-UAF1 inh 2% and Vif-A3G inh -9%.

An excerpt from above in order of SMILES length, descending.
`COC(=O)c1ccc(COC(=O)[C@@H]2CC(O)CN2S(=O)(=O)c2ccccc2[N+](=O)[O-])cc1` (stereo not given in full) gave Vif-APOBEC3F blk -8%, IDH1 R132H inh -2%, 12-LOX inh 16%, RGS4 inh 5%, TrxR1 substrate -18%, TrxR1 inh -19%, RXFP1 ag -1.1%, USP1-UAF1 inh -6% and Vif-A3G inh 1%.
For Cc1cccc(NC(=O)C2CCCN(c3ncnc4c3nc3n4CCCCC3)C2)n1 (stereo not given) the results were Vif-APOBEC3F blk -2%, IDH1 R132H inh -6%, 12-LOX inh -8%, RGS4 inh 6%, TrxR1 substrate 0%[57.1 µM], TrxR1 inh 26%[57.1 µM], RXFP1 ag 2.1%, USP1-UAF1 inh -16% and Vif-A3G inh -2%.
Screening CCOC(=O)C1=C(C)N[C@@]2(O)c3ccccc3C(=O)[C@@]12O returned Vif-APOBEC3F blk -4%, IDH1 R132H inh 0%, 12-LOX inh -1%, RGS4 inh -15%, TrxR1 substrate 7%[0.457 µM], TrxR1 inh 7%, RXFP1 ag 0.7%, USP1-UAF1 inh -21% and Vif-A3G inh 0%.
